Screening results deposited in PubChem by several laboratories.
GASC-1 inh: inhibitors of GASC-1 histone demethylase, primary screen, biochemical, fluorescence, DELFIA europium. Lysine-specific demethylase 4C (Homo sapiens), Q9H3R0. 0.069% of 330,000 active. inhibition, % at 2.35 µM. GST-JMJD2C(1-420) H3K9me3 demethylation;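 active = more than half of a compound's replicate wells show inhibition beyond 50%, single wells judged on their own value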;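 note: signal counts dimethyl H3K9 product captured on neutravidin plate; 0% = median of DMSO wells and 100% = 0.3 times that DMSO median; strong numbers were not always called active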
PREPL inh: PREPL enzyme inhibitors, primary screen, biochemical, fluorescence polarization; Prolyl endopeptidase-like (Homo sapiens), Q4J6C6; inhibition, % at 5.96 µM; recombinant PREPL, fluorescence polarization activity-based probe; 0.68% of 320,000 active; in the data active = inhibition above about 43%;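 note: 0% = enzyme with DMSO and 100% = wells lacking enzyme; many of its hits are not listed in these tables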
Target sequence (Q4J6C6 whole entry, looked up): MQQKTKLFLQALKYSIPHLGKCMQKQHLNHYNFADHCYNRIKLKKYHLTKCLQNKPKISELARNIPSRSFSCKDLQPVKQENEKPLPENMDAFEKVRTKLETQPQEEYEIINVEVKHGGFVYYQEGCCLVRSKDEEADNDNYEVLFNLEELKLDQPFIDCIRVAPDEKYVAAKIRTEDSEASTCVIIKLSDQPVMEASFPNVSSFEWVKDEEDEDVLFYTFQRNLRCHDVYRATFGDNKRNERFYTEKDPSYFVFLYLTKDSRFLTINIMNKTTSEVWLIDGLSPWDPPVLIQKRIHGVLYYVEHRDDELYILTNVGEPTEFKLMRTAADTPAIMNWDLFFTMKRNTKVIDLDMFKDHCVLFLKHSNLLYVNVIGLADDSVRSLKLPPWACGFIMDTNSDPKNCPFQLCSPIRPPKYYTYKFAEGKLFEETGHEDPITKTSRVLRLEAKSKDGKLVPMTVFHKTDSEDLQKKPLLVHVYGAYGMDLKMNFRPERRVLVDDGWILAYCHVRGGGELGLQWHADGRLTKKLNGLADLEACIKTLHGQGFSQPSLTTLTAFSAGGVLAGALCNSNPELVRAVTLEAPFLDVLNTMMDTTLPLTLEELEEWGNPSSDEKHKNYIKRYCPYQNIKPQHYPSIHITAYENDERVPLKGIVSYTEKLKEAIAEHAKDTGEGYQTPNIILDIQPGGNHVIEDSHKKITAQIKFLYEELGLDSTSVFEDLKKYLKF
core dimer inh: inhibitors of HCV core protein dimerization, primary screen, biochemical, TR-FRET, high-throughput; 0.33% of 300,000 active; TR-FRET GST/Flag-core106 dimerization, 1536-well; inhibition, % at 5 µM;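 active = inhibition above the mean of all tested compounds plus 3 SD, set per screening campaign, cut at about 45% in these data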
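Test system: GST/Flag-tagged HCV core106 proteins; Medium: KF-containing HEPES buffer, pH 7.45, DTT, CHAPS, BSA; Times: compound-protein-antibody incubation 4 h at 22.5 °C; Detection: TR-FRET 671 and 617 nm emission; Benchmarks: wells lacking GST-core106 and wells with excess unlabelled core106.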
TPT1 inhibitor: Candida albicans TPT1 enzyme inhibitors, primary screen, biochemical, fluorescence polarization. recombinant caTPT1, FP RNA substrate dephosphorylation. AID 1962, 2009. 0.81% of 300,000 active. inhibition, % at 5 µM. tRNA 2'-phosphotransferase TPT1 (Candida albicans SC5314);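 active = inhibition above the mean of all tested compounds plus 3 SD, set per screening campaign, cut at about 24% in these data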;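 note: plate controls were DMSO alone for no effect and ferristatin control at 100 nM for full effect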
LYPLA2 inh: LYPLA2 inhibitors, primary screen, counter-screen for PME1 inhibitor project, biochemical, fluorescence polarization, FP-Rh probe ABPP | Acyl-protein thioesterase 2 (Homo sapiens), O95372 | inhibition, % at 5.9 µM | 0.38% of 320,000 active | recombinant LYPLA2;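 active = inhibition above the screen-wide mean plus 3 SD, limit set per campaign, cut at about 26% in these data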;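 note: 0% = LYPLA2 with DMSO and 100% = wells lacking LYPLA2 enzyme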
PP1 counter: PP1-alpha phosphatase inhibitors, primary screen, counter-screen for PP5 inhibitor project, biochemical, fluorescence, OMFP substrate, single point; Serine/threonine-protein phosphatase PP1-alpha catalytic subunit (Homo sapiens), P62136; purified PP1alpha; inhibition, % at 6.7 µM; 0.9% of 320,000 active; AID 2235, 2010;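 active = inhibition above the mean inhibition of all tested compounds plus 3 SD, computed separately for each screening campaign, cut at about 15% in these data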
Target sequence (P62136 whole entry, looked up): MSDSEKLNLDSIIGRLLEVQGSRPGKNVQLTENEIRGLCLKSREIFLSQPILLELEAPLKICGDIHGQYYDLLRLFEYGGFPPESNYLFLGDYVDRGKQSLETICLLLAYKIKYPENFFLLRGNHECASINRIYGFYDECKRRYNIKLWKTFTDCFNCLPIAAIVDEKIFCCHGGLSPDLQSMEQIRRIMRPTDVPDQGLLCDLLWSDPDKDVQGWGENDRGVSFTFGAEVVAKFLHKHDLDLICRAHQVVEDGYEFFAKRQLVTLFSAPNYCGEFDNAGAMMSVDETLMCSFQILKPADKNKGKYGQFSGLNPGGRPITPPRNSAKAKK
Efflux pump inh: inhibitors of Candida efflux pumps in yeast, primary screen, S. cerevisiae, Nile Red, multiplex; S. cerevisiae Candida pump triplex; 0.44% of 330,000 active; inhibition, % at 10 µM;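 active = plate passing quality check with inhibition over a set limit, or well fluorescence over plate mean plus 4 SD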;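 note: Nile Red retained in pooled yeast measured as flow cytometry median fluorescence; 0% = buffer negative control and 100% = Enniatin B positive control; higher means more Nile Red kept so more efflux inhibition; some compounds called inactive have numbers as strong as hits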
PP5 primary: PP5 phosphatase inhibitors, primary screen, biochemical, fluorescence | Serine/threonine-protein phosphatase 5 (Homo sapiens), P53041 | purified PP5c, OMFP substrate fluorescence | inhibition, % at 6.7 µM | 0.18% of 320,000 active | AID 1987, 2009;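 active = inhibition above the campaign's mean inhibition across all tested compounds plus 3 SD, cut at about 9.5% in these data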;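 note: 0% = DMSO only and 100% = 100 µM cantharidin control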
Fh CTSL1 inh: Fasciola hepatica cathepsin L1 inhibitors, primary screen, counter-screen for PFM18AAP inhibitor project, biochemical, QFRET, fluorogenic peptide substrate | 0.49% of 300,000 active | AID 1906, 2009 | inhibition, % at 5.96 µM | recombinant F. hepatica cathepsin L1, Z-Leu-Arg-MCA fluorescence;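 active = inhibition above the mean of all tested compounds plus 3 SD, set per screening campaign, cut at about 17% in these data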;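 note: 0% = plate median of test compound wells and 100% = 1 µM Z-Phe-Ala-diazomethylketone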
* = called active by the depositor; nt = no result given. Not all compounds are listed. The share of hits here may be higher or lower than overall.

SMILES	GASC-1 inh	PREPL inh	core dimer inh	TPT1 inhibitor	LYPLA2 inh	PP1 counter	Efflux pump inh	PP5 primary	Fh CTSL1 inh
NC(N)=NN=C1CCCCCCCCCCC1	5	-9	-2	2	-7	0	0.1	1.4	-3
Cc1cc(-c2ccc(C(C)C)c(S(=O)(=O)N3CC(=O)Nc4ccccc43)c2)on1	-5	-12	10	1	-7	1	-0.1	2.8	-1
Cc1ccc(C)c(NC(=O)C2CC3c4ccccc4C2c2ccccc23)c1 (stereo not given)	-4	7	12	-5	3	0	0.0	-2.5	-1
COC(=O)c1ccc(NC(=O)c2ccc(N(C)S(C)(=O)=O)cc2)cc1	3	12	4	-3	4	2	0.0	0.3	12
CCNCC(=O)N1c2ccccc2CCc2ccc(NC(=O)OC(C)C)cc21	-12	28	-2	2	2	3	0.7	1.5	-2
O=C(NCc1cccnc1)/C(=C/c1ccco1)NC(=O)c1ccccc1	-7	6	0	1	4	-1	-0.1	-0.2	-2
CCc1cccc(C)c1NC(=S)NCC(c1cccnc1)N(C)C (stereo not given)	4	22	-7	-4	-10	-6	0.0	1.4	3
Cc1ccc(S(=O)(=O)c2c(C)cc(C)[nH]c2=O)cc1	-3	14	-8	-2	4	2	0.2	0.4	1
COc1cccc(CNc2ccc(S(=O)(=O)N3CCN(C)CC3)cn2)c1	9	6	nt	nt	-3	-6	0.0	-1.7	nt
COc1ccc(CCNC(=O)C/C(C)=N/NC(=O)c2ccc(Cl)cc2Cl)cc1OC	7	-2	-6	0	8	0	0.0	0.0	1
Cc1ccc(OCC(=O)NNC(=O)c2ccc3c(=O)n4c(nc3c2)CCC4)cc1	13	-31	6	4	0	-2	0.1	0.7	-13
COc1ccc(OC)c2sc(NNC(=O)C3COc4ccccc4O3)nc12 (stereo not given)	12	6	4	0	3	-3	0.1	-0.2	4
CN(CC(=O)Nc1c(Cl)cccc1Cl)C(=O)c1ccccc1Cc1ccccc1	-2	4	5	-4	1	-1	0.1	0.7	3
COCCn1c(C)cc(C(=O)COC(=O)c2ccc(NC(=O)CC#N)cc2)c1C	-13	-9	68*	52*	-32	5	0.1	1.7	1
CCN(CC)S(=O)(=O)c1ccc(N2CCOCC2)c(NC(=O)C23CC4CC(CC(Cl)(C4)C2)C3)c1	-5	3	11	0	-4	-1	0.2	1.0	-1
CN(CCNS(=O)(=O)c1ccc2c(c1)oc(=O)n2C)Cc1ccccc1	-5	-2	9	-2	-1	-3	-0.1	-0.5	0
O=C(Cc1c(C(=O)O)[nH]c2ccccc12)NCCN1CCN(c2cccc(Cl)c2)CC1	-3	-16	2	1	2	1	0.5	0.5	0
COC(=O)CCc1c(C)nc(N)[nH]c1=O	4	6	-1	2	3	-5	0.0	1.0	1
O=C(CN1CCc2ccccc2C1)Nc1ccccc1Cl	-14	-7	-7	-1	-9	-6	0.0	0.8	-1
CN(Cc1ccccc1)S(=O)(=O)c1ccc(OCC(=O)NCc2cccnc2)cc1	-7	13	-15	0	-2	1	0.0	1.7	3
COC(=O)[C@H](CCSC)NC(=O)Nc1ccc(C)c(C)c1	-30	16	-1	0	5	-3	-0.2	-0.3	-2
O=C(/C=C/c1ccc(Cl)c(Cl)c1)N1CCc2ccccc21	12	11	2	1	-4	-6	-0.1	-2.4	4
Cc1nn(Cc2ccc(Cl)cc2)c(C)c1NC(=O)CCCn1nc(C)c([N+](=O)[O-])c1C	-11	4	-7	-3	8	0	1.7	1.4	-5
COc1ccccc1CNC(=O)c1ccc(CS(=O)(=O)c2ccccc2C)o1	-5	0	7	-4	10	-3	-0.1	1.9	2
Cc1cc(NS(=O)(=O)c2ccc(NC(=O)Cc3ccccc3)cc2)nc(C)n1	28	-1	7	-4	0	-3	-0.1	-1.2	-2
CCNc1ccccc1CP(=O)(c1ccccc1)c1ccccc1O (stereo not given)	3	51*	26	-113	64*	15	0.0	2.6	2
COc1ccccc1CNC(=O)CC1C(=O)NCCN1C1Cc2ccccc2C1 (stereo not given)	1	2	15	-5	10	1	0.2	2.5	-4
CCC(=O)Nc1c2c(nn1-c1cccc(Cl)c1)CS(=O)(=O)C2	4	4	-4	-1	-7	-5	-0.1	-0.9	-3
CC(C)(C)C(=O)Nc1cccc(-c2ncon2)c1	1	-5	-2	3	-3	-6	0.1	0.4	-1
COC(=O)C1=C(C)N(Cc2ccccc2)C(=S)N[C@H]1c1cccc(F)c1	0	-7	0	2	-4	1	0.0	4.7	1
COc1ccc(C2NCCO2)cc1OC (stereo not given)	-1	10	-3	-6	6	-3	0.0	-0.3	0
Cc1cc(-c2n[nH]c(=S)n2/N=C/c2cccc([N+](=O)[O-])c2)n[nH]1	1	20	-14	0	4	-1	0.0	-6.3	5
Cc1ccccc1OCC(=O)NCCCNC(=O)c1ccncc1	-3	1	2	-2	0	-3	0.0	0.3	-3
O=C(NCc1cccs1)C1CCN(S(=O)(=O)c2cccc3cccnc23)CC1	-7	1	7	-3	-6	2	0.0	-1.9	-1
CC(=O)c1cccc(N(CC(=O)N2CCOCC2)S(C)(=O)=O)c1	-2	11	1	3	7	-7	0.1	2.7	-1
Cc1ccc(C)c(S(=O)(=O)c2c[nH]c(=S)[nH]c2=O)c1	8	0	4	-3	-1	1	0.2	0.7	2
O=C(Nc1cccc(C(F)(F)F)c1)/C(=C\c1ccco1)NC(=O)c1cccs1	3	17	-5	0	2	4	-0.2	4.3	2
O=C(Nc1ccccc1)Nc1ccc2ccccc2n1	1	3	1	0	4	-3	0.0	1.5	2
CC(=O)c1sc(Nc2ccc(C)cc2)nc1C	18	-4	-1	5	4	-1	0.1	-1.1	0
FC(F)Oc1cccc(NC(=S)N2CCN(c3ccccn3)CC2)c1	0	-5	5	-1	0	-5	-0.1	-0.6	-3
COc1ccccc1-n1cnc2sc(C)c(C)c2c1=O	0	1	0	-1	0	-2	0.0	0.1	-3
Cc1oc(-c2cc(F)ccc2F)nc1CN(C)Cc1ccc2nccnc2c1	-5	-1	0	0	-3	-3	-0.1	-0.5	-3
O=[N+]([O-])c1cccnc1N1CCN(c2ccccc2F)CC1	-6	14	0	-7	10	-2	0.0	1.8	0
COc1ccc(C(=O)CC(c2ccccc2)S(=O)(=O)c2ccc(C)cc2)cc1 (stereo not given)	-2	-8	-2	-2	0	-3	0.0	-2.4	-3
COc1ccccc1C/C(N)=N/OC(=O)COc1cccc(C)c1	7	0	-2	-2	14	1	-0.1	0.5	-14
Cc1sc2nc(COC(=O)c3ccc(Cl)c(N)c3)[nH]c(=O)c2c1C	-5	-8	2	2	2	5	0.1	0.1	2
O=S(=O)(O)c1cccc2c(N=Nc3ccc(O)c4ncccc34)cccc12	-2	27	-16	-21	2	47*	-0.2	1.3	8
CC1(C)CC(=O)c2cc(C(=O)NC3CCSC3=O)c(=O)n(-c3ccc(Cl)cc3)c2C1 (stereo not given)	2	8	-3	-2	-3	-11	0.1	-1.2	5
Oc1ccc2ccccc2c1/C=N/Nc1nnc(-c2ncc[nH]2)c2ccccc12	4	19	-2	17	-4	14	0.0	0.8	8
Cc1ccc(NC(=O)[C@H](C)NC(=O)C2CCN(C(=O)[C@@H](N)CC(C)C)CC2)cc1	-9	4	1	0	0	-2	-0.1	0.5	-1
O=C(Cc1cccc(NC(=O)C2CCN(C(=O)C3CC3)CC2)c1)Nc1cccc(C(=O)N2CCCC2)c1	-4	-6	nt	nt	0	-6	0.3	0.5	nt
NC(=O)C1CCN(C(=O)CSc2nc3ccccc3s2)CC1	9	3	-1	1	-4	2	-0.1	3.4	-2
CCCc1nc2oc3c(NCCCN(C)C)ncnc3c2c2c1CCCC2	9	24	6	0	0	1	0.4	3.4	-3
COC(=O)c1sccc1-n1cccc1C(=O)C(=O)Nc1ccc(F)cc1	6	2	-2	6	-4	-2	0.1	2.3	0
COc1ccc(NC2CCCN(C(=O)C3(C)CCCCC3)C2)cc1OC (stereo not given)	-5	2	-4	-1	6	3	0.0	0.7	-3
Cc1csc(NC(=O)CSc2nc3ccccc3c3c2CCCC3)n1	18	-4	17	-2	-14	3	0.1	1.5	1
COc1c(C)cc(C(=O)C2CCCN(C(=O)Cn3ccc(C)n3)C2)cc1C (stereo not given)	1	3	-3	-1	1	-1	0.0	1.8	6
Cc1cc(Oc2ccc(C#N)cc2)nc(N2CCOCC2)n1	11	4	-2	-3	-3	-3	-0.1	0.6	1
COCCN(C(=O)c1csnn1)C(C(=O)NC1CCCC1)c1ccccc1 (stereo not given)	-11	4	-17	0	-7	-5	0.2	-0.3	-6
Cc1ccc(S(=O)(=O)c2cc3ccc(O)cc3oc2=O)cc1C	-7	12	0	-3	5	-2	-0.1	-0.3	3
Additional structures follow.
SMILES	GASC-1 inh	PREPL inh	core dimer inh	TPT1 inhibitor	LYPLA2 inh	PP1 counter	Efflux pump inh	PP5 primary	Fh CTSL1 inh
Cc1cc2cc(CNC(=S)Nc3ccc(OC(F)(F)F)cc3)ccc2n1C	8	-2	-71	1	-1	5	0.1	4.1	-2
COc1cc(NC(=O)Cn2ccsc2=N)c(C)cc1[N+](=O)[O-]	-11	6	1	-1	-4	-4	-0.2	-1.9	3
O=C(NCCc1c[nH]c2ccccc12)C1CCC(Cn2c(=S)[nH]c3ccccc3c2=O)CC1 (stereo not given)	2	-7	9	-1	-13	1	0.2	1.2	0
CN(C)S(=O)(=O)N1CCN(CC(O)COc2ccc(C(=O)c3ccccc3)cc2)CC1 (stereo not given)	7	10	4	5	6	0	0.1	2.0	1
Cc1nc(C)n(CC(=O)N2CCCC(C(=O)c3ccc(C(F)(F)F)cc3)C2)n1 (stereo not given)	-23	15	-4	-2	4	-2	-0.2	-0.8	2
COc1ccc(/C=C/c2c(-c3ccc(OC)cc3)oc3cccnc23)cc1	3	-4	-4	-3	0	3	0.0	-0.1	1
O=C(C[n+]1cc(-c2ccc(F)cc2)n2c1CCC2)N1c2ccccc2Sc2ccccc21	20	-37	-4	2	1	-2	-0.3	-1.9	-4
O=C(O)c1cccc(S(=O)(=O)Nc2ccc(O)cc2Sc2nc3ccccc3s2)c1	-21	-4	-5	-1	2	0	-0.3	1.1	-2
Cc1ccc2cc(CN(CC3CCCO3)C(=O)C(C)C)c(=O)[nH]c2c1 (stereo not given)	8	-10	0	-5	7	-6	-0.1	0.5	-1
COC(=O)c1ccc(CNC(=O)c2c3c(nc4ccccc24)CCN(Cc2ccccc2)C3)cc1	1	5	3	-4	1	2	0.2	1.2	-3
